RBX1-CUL1 inh: inhibitors of human ROC1-CUL1 ubiquitin ligase activity; in vitro K48 di-Ub FRET, acceptor:donor ratio, 45 min; inhibition, % at 10 µM; E3 ubiquitin-protein ligase RBX1 (Homo sapiens) + Cullin-1 (Homo sapiens), P62877+Q13616; 140,000 compounds, 0.6% hits; in the data active means inhibition above about 25%
Target sequence (P62877 whole entry, looked up): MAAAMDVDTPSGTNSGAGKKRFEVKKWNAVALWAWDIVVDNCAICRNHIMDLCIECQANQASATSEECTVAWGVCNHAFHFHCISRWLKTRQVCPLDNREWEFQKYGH
Target sequence (Q13616 whole entry, looked up): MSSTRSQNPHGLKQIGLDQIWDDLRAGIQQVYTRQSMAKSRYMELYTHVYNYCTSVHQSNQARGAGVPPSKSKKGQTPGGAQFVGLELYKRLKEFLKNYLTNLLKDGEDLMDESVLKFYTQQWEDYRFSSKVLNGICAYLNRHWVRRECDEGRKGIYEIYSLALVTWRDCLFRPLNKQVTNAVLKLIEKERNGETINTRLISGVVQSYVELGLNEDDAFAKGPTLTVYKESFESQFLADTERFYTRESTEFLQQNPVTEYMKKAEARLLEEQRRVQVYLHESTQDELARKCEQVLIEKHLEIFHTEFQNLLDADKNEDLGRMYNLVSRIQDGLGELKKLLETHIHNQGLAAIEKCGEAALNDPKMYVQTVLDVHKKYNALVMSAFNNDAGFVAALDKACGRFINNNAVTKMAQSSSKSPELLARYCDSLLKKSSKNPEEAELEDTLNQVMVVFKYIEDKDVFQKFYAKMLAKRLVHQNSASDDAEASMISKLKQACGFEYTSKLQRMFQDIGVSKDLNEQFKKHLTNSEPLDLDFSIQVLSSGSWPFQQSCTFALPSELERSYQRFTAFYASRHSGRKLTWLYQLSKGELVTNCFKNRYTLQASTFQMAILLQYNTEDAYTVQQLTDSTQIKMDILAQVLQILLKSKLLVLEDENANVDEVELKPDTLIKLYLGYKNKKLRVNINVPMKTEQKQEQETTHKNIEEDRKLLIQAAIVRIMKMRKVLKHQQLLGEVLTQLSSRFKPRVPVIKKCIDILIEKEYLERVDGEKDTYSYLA
* marks the source's active call; other numbers are inactive results.

RBX1-CUL1 inh | Compound
3 | CC(Cn1cncn1)C(=O)N1CCc2[nH]nc(C3CCC3)c2C1 (configuration not stated)
-4 | O=C(NCC1COCCO1)c1cc(COc2cccc(F)c2)[nH]n1 (configuration not stated)
6 | Cc1ccc(OCCCCCN2CCC(C)CC2)cc1
-4 | O=c1[nH]c2ccccc2n2c(=Nc3ccccc3)sc(-c3ccccc3)c12
-4 | Cc1ccc(C)c(CNC(=O)C2CCCCN2S(=O)(=O)c2ccc(F)cc2)c1 (configuration not stated)
-1 | CC12c3ccccc3C(C)(c3ccccc31)C1C(=O)N(c3ccc(F)cc3)C(=O)C12 (configuration not stated)
1 | O=C(NC(=S)Nc1cccc(Cl)c1)c1cccc(F)c1
14 | Cc1cccc(Cn2c(SCc3ccc(C(=O)N4CCC(C)CC4)cc3)nc3ccncc32)c1
8 | Cc1ccc(NS(=O)(=O)c2ccc3c(c2)[C@H]2C=CC[C@H]2[C@@H](c2ccc(F)cc2)N3)cc1C
0 | Cc1nn2c(C)csc2nc1=O

An excerpt from above in order of SMILES length, low to high:
RBX1-CUL1 inh | Compound
6 | Cc1ccc(OCCCCCN2CCC(C)CC2)cc1
3 | CC(Cn1cncn1)C(=O)N1CCc2[nH]nc(C3CCC3)c2C1 (configuration not stated)
-4 | O=c1[nH]c2ccccc2n2c(=Nc3ccccc3)sc(-c3ccccc3)c12

The listing continues:
RBX1-CUL1 inh | Compound
0 | Cc1ccc(/C=C/C(=O)C2C=CC=CC(=O)C2=O)c(C)c1 (configuration not stated)
-1 | Cc1cc(C)nc(CNc2nncc(-c3ccc(C)o3)n2)n1
9 | NC(=O)c1cncc(N2CCOCC2)n1
-5 | Cc1ccc(NC(=O)c2ccc(CN3CC(=O)N4CCCCC4C3=O)cc2)cc1 (configuration not stated)
-5 | N#Cc1c(-n2cccc2C#N)sc2c1CCCC2
12 | CC(=O)CC(=O)Nc1nccs1
-1 | CC(=O)C(CN(C)C1CC=CCN1)c1c[nH]c2ccccc12 (configuration not stated)
-8 | Nc1ncccc1C(=O)Nc1nc2ccccc2s1
0 | COc1ccc(NC(=O)CSc2nc(-c3cccs3)cc(C(F)(F)F)n2)cc1OC
3 | CCCC1=C(C(=O)OCC)C(c2c(OC)ccc3ccccc23)n2c(s/c(=C\c3ccc(N(CC)CC)cc3OC)c2=O)=N1 (configuration not stated)
8 | Cc1ccccc1N1CCN(C(=O)c2cc(Cl)ccc2Cl)CC1
20 | C/C(=N/NC(=O)CCCOc1ccc(Cl)cc1C)c1cccc(NC(=O)C(F)(F)F)c1
6 | CCOc1ccc2c(c1)c(=O)c(C(=O)c1ccc3c(c1)OCO3)cn2Cc1ccc(F)cc1
0 | Nc1nnc(SCc2ccccc2)n1-c1ccc(Br)cc1
-1 | CCS(=O)(=O)N1CCC(C(=O)NC2CCCCCCC2)CC1
2 | CCOc1cc(C(c2c[nH]c3ccccc23)c2c[nH]c3ccccc23)ccc1OCC(=O)O
-3 | Cc1ccccc1OC(C)C(=O)Nc1c(C)cccc1C (configuration not stated)
3 | COc1cc(S(=O)(=O)n2ccnc2C(C)C)ccc1Br
-6 | COC(=O)c1ccc(NC(=O)CC2C(=O)N(c3cccc(C)c3)C(=O)N2C2CCCC2)cc1 (configuration not stated)
15 | Cc1cccc2c1N=C(CSCC(=O)Nc1ccc(Cl)cc1)CC2=O

Given with each value named: part of the list above
Compound: CCOc1ccc2c(c1)c(=O)c(C(=O)c1ccc3c(c1)OCO3)cn2Cc1ccc(F)cc1
  RBX1-CUL1 inh: 6
Compound: Nc1nnc(SCc2ccccc2)n1-c1ccc(Br)cc1
  RBX1-CUL1 inh: 0
Compound: CCS(=O)(=O)N1CCC(C(=O)NC2CCCCCCC2)CC1
  RBX1-CUL1 inh: -1
Compound: CCOc1cc(C(c2c[nH]c3ccccc23)c2c[nH]c3ccccc23)ccc1OCC(=O)O
  RBX1-CUL1 inh: 2

The list goes on.
RBX1-CUL1 inh | Compound
-1 | Cc1cc(C(=O)NC2CC2)ccc1NS(C)(=O)=O
3 | O=C1CNC(=O)/C1=C/c1ccc(Br)cc1
-2 | O=C(Nc1cccc(Cl)c1)Nc1ccccc1OCc1cc(=O)n2ccccc2n1
-3 | CCOC(=O)c1c(NC(=O)CSc2nnc(-c3ccco3)o2)sc2c1CCCC2
0 | CCCN1CCN(CCCNC(=O)c2cc3c(s2)-c2ccccc2OC3)CC1
-4 | COc1ccc(/C=C/c2cc(-c3ccc(C)cc3)o[n+]2C)cc1
-4 | Cc1sc2ncnc(SCC(=O)Nc3cccc(C(F)(F)F)c3)c2c1C
5 | Cc1cccc(NC(=O)C2CCCC2)c1
-5 | OCCn1c2ccccc2c2nc3ccccc3nc21
3 | CCOc1ccc(NC(=O)CSc2oc(-c3ccc(C)cc3)nc2S(=O)(=O)c2ccc(C)cc2)cc1
12 | C=CCN1C(=O)C(CC(=O)Nc2ccc(Cl)cc2)SC1=NS(=O)(=O)c1ccc(C)cc1 (configuration not stated)
7 | CC1(O)CN(C(=O)c2ccccc2)C(=S)N1c1ccc(I)cc1 (configuration not stated)
0 | CC1(C)CC(=O)c2c(sc3ccccc23)O1
-2 | O=S(=O)(Nc1ccc(O)c(Cl)c1)c1ccc(F)cc1
1 | Cc1ccc2cccc(OC(=O)c3oc4ccccc4c3C)c2n1
1 | CCOC(=O)c1c(C)n(C)c2ccc(OCCN(CC)CC)cc12
2 | CC(O)c1cccc(NC2(c3ccccc3)C(=O)c3ccccc3C2=O)c1 (configuration not stated)
-4 | CCOC(=O)c1ccccc1Nc1nc2ccc(C)cc2n2nnnc12
-5 | CCCn1nnc(-c2ccc(OC)c(OCC)c2)n1
-3 | Cc1csc(SCC(=O)Nc2nnc(C)s2)n1
7 | CC(=N)C1C(=O)Oc2c(SCCO)c(SCCO)c(F)c(SCCO)c2C1=O (configuration not stated)
11 | CC(Oc1ccc(Cl)cc1)C(=O)NC1CC1 (configuration not stated)
-1 | CC(C)(C)N(NC(=O)Nc1ccccc1)C(=O)c1ccccc1
-4 | CCOC(=O)c1ccc(-c2ccc(/C=C(\C#N)C(=O)Nc3c(C)cccc3Cl)o2)cc1
-8 | Cc1c(Cl)cccc1NC(=O)N=C1CNC(=O)NC1=O
-5 | CCOc1ccc(-c2cc3c(=O)n(CC(=O)NCc4ccc(C)cc4)ccn3n2)cc1
-7 | CN(C)c1ccc(/C=C2/N=C(SCC(=O)Nc3cnc4ccccc4c3)N(c3ccccc3)C2=O)cc1
-2 | Cc1nc2ncc3c(=O)n(CCc4cnc[nH]4)ccc3n2n1
8 | C[C@@H]1CN(C2(C(=O)NCCc3cn[nH]c3)Cc3ccccc3C2)C[C@H](C)O1
1 | Cc1ccc2c(Cl)c(C(=O)N/N=C/c3ccccc3O)sc2c1
-15 | Cc1cc2[nH]c(=O)c(=O)[nH]c2cc1S(=O)(=O)N1CCN(c2cccc(Cl)c2)CC1
4 | CCOC(=O)C1=CN(c2cccc(F)c2)C=C(C(=O)OCC)C1c1ccccc1
0 | CCN(CC)c1ccc(C(=O)N2CCCN(C3CCCCC3)CC2)cn1
-16 | Cc1cccnc1CN1CCN(C(=O)Cn2nnnc2CN2CCCC2)CC1
-8 | Cc1ccc(C)c(NC(=O)Cn2c(SCC(=O)NCc3ccccc3)nc3ccccc32)c1
63* | Cc1ccc(N2C(=O)/C(=C\c3ccc(-c4ccc(Cl)c(C(=O)O)c4)o3)C(=O)NC2=S)cc1
3 | COc1ccc(CNC(=O)c2cc(=O)c3cc(C)ccc3o2)cc1
-1 | CCC(C)NC(=O)c1ccc2c(c1)sc1nc(-c3ccc(OC)cc3)cn12 (configuration not stated)
4 | C=CCNC(=O)CCCOc1ccc(C)cc1
5 | CCn1c(CNC(=O)c2ccc(OC)cc2)nnc1SCC(=O)Nc1ccc(C(=O)OC)cc1
4 | COCCN(CCOC)c1nc(-c2ccccc2)nc2ccccc12
5 | O=S(=O)(NCC1CCCO1)c1ccc(Cl)c(C(F)(F)F)c1 (configuration not stated)
5 | Cc1cc(C)nc(Nc2n[nH]c(-c3ccc(Cl)cc3Cl)n2)n1
9 | CCCC(C)NC(=O)c1ccc(OC)c(S(=O)(=O)N2CCCCC2)c1 (configuration not stated)
3 | Cc1[nH]c2ccc(F)cc2c(=O)c1CN1CCCC(C)C1 (configuration not stated)
7 | CCn1c(-c2ccccc2)nn(CN2CCCCCC2)c1=S
-1 | CCCN1CCC(NC(=O)c2ccc(OC3CCN(C(=O)COC)CC3)cc2)CC1
-8 | O=C(Cc1cccs1)Nc1ccc(Br)cc1C(=O)O
0 | CCN1CCN(CCCNC(=O)Cn2c(-c3cccs3)cc3ccccc32)CC1
-11 | COC(=O)COc1ccc(Cl)cc1C1Nc2ccccc2C(=O)N1c1ccc(OC)cc1 (configuration not stated)

Next results:
RBX1-CUL1 inh | Compound
3 | CCc1ccc(OCC(=O)Nc2ccc(-c3nc4ncccc4o3)cc2)cc1
-4 | CCOc1ccc(-c2nc(CSCC(=O)NCc3ccc(C)cc3)c(C)o2)cc1
-2 | COc1ccc(/C=C/CN2CCN(Cc3cccs3)C(CCO)C2)cc1 (configuration not stated)
6 | CC(C)CC(=O)Nc1c(C(=O)N2CCN(c3ccccc3F)CC2)oc2ccccc12
1 | CC1=CC(=O)C(C=Nc2ccc(C)cc2)C(=O)O1 (configuration not stated)
-8 | CCCC(=O)Nc1cccc(C(=O)NCC(C)C)c1
2 | N=C1S/C(=C\c2cn[nH]c2-c2ccc(F)cc2)C(=O)N1c1nccs1
-5 | C/C(=N\N=C1\NC(=O)C(CC(=O)Nc2ccccc2C(F)(F)F)S1)c1ccco1 (configuration not stated)
4 | Cc1ccc(C(=O)Nc2c(-c3ccccc3)nc3ccccn23)cc1
2 | COc1ccc(N2CCN(C(=O)C(C)Oc3ccccc3OC)CC2)cc1 (configuration not stated)
4 | O=C1N=C2CC(c3ccccc3)CC(=O)C2C=C1c1nc(-c2ccc(Cl)c(Cl)c2)cs1 (configuration not stated)
9 | Cc1ccc(N2C(=O)/C(=C/c3ccc(N(C)C)o3)C(=O)N(C)C2=S)cc1
-1 | Cc1cccc(NC(=O)CSc2nnc(CSc3nc(C)cc(C)n3)n2-c2ccccc2)c1
0 | O=C(Nc1ccc2nn(-c3cccc4ccccc34)nc2c1)c1ccc([N+](=O)[O-])o1
0 | CCCOc1ccc(C2NC(=S)NC(C)=C2C(=O)Nc2ccc(C)cc2)cc1OCC (configuration not stated)
1 | O=C1c2ccccc2C2=Nc3ccccc3SC(c3ccccc3C(F)(F)F)C12 (configuration not stated)
10 | C=CCN1N=C(C)Cn2c1nc1c2c(=O)n(CC)c(=O)n1C
-13 | CCOc1ccc(NC(=O)C2CC2)cc1
-7 | COc1ccc(C(C)=NC2CCCCC2)c(O)c1
-3 | CCOC(=O)C(C)Sc1nnc2ccc3ccccc3n12 (configuration not stated)

The final 2 compounds of the part above lead into the next.
RBX1-CUL1 inh | Compound
-7 | COc1ccc(C(C)=NC2CCCCC2)c(O)c1
-3 | CCOC(=O)C(C)Sc1nnc2ccc3ccccc3n12 (configuration not stated)
-9 | N=C1C(c2nc3ccccc3s2)C(=O)CN1CCN1CCOCC1 (configuration not stated)
6 | Cc1ncc2c(c1-c1noc(Cn3c(=O)oc4ccccc43)n1)CCNC2
-4 | COc1ccccc1NC(=O)COc1ccc2ccccc2c1
-1 | CCc1ccccc1OC1CN(C(=O)Cn2ncc(N(C)C)cc2=O)C1
-3 | CC1CCc2c(sc(NC(=O)c3ccc([N+](=O)[O-])cc3)c2C(=O)OC(C)C)C1 (configuration not stated)
10 | CCC(c1ccccc1)c1n[nH]c2c1CN(C(=O)c1cnn(CC)c1)CC2 (configuration not stated)
-13 | CC(=O)N1CCN(c2ccc(-c3nc(CCCc4ccccc4)no3)cn2)CC1
-1 | COc1cccc(CC2CN(c3ncccn3)CCO2)c1 (configuration not stated)
-7 | Cc1cccc(NC(=O)CSc2nnc(Cc3ccccc3)n2C)c1
8 | COC(=O)[C@@H](NC(=O)c1ccc(OC)c(OC2CCN(C(C)C)CC2)c1)C(C)C
1 | Cc1ccc(CNC(=O)Cn2ncc3c([nH]c4ccc(C)cc43)c2=O)cc1
7 | c1ccc2[nH]c(CN3CCN(c4ncnc5c4oc4ccccc45)CC3)nc2c1
1 | CCOC(=O)c1ccc(C(=O)CC#N)[nH]1
9 | O=C(c1c(F)cccc1F)N1CCN(c2cccc(Cl)c2)CC1
-5 | CCOC(=O)c1c(C)oc2ncnc(N3CCN(c4ccccc4F)CC3)c12
1 | O=C(/C=C/c1c[nH]c2ccc(Br)cc12)c1ccncc1
7 | CC(=O)Nc1ccc2c(c1)nc(CCN1CCC(C)CC1)n2C
9 | CCC(=O)Nc1sc2c(c1C#N)CCCC2
5 | COc1ccc(NC(=O)c2cc(Cl)cc(Cl)c2NC(=O)c2ccc(OC)cc2)cc1
-3 | Cc1cc(-c2cccc(-c3ccn(CCF)n3)c2)nc(N(C)C)n1
8 | CC12CCC(C(=O)NCCCCCNC(=O)C34CCC(C)(C(=O)C3)C4(C)C)(CC1=O)C2(C)C

Source: PubChem (Icahn School of Medicine at Mount Sinai)

Only part of the results is shown, so the mix of outcomes need not match the whole.
